HTT ATP protect: protects HTT-Q103 PC12 cells, measured by ATP; PC12 HTT-Q103 induced, cytoprotection, ATP luminescence, 40 h; Potency, µM (titrated, usually from 56.4 µM), for the others: cytoprotection (ATP increase), actives largely listed as activators; 230,000 tested, 0.14% active; AID 1471;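 also: potency is read from the fitted curve at half-maximal effect; % of control where 0% means no effect; nearly all actives have a fitted effect of over 45% in size; toxic huntingtin expression switched on by the ecdysone agonist tebufenozide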
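Huntington model: PC12 line, ecdysone-inducible HTTQ103 exon1–GFP, tebufenozide 100 nM. Test articles in a dose series. Endpoint luminescence from cellular ATP.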
CBFb-RUNX1 inh: CBF-beta/RUNX1 interaction disruption. Q01196+Q13951. AlphaScreen CBFb-His/RUNX1-biotin binding, biochemical. Potency, µM (series often up to 59.8 µM), inactives show at the top dose activity, negative = inhibition, usual class: inhibitors. 230,000 tested, under 10 active. AID 1477; also: % of control where 0% means no effect
Target sequence (Q01196 whole entry, looked up): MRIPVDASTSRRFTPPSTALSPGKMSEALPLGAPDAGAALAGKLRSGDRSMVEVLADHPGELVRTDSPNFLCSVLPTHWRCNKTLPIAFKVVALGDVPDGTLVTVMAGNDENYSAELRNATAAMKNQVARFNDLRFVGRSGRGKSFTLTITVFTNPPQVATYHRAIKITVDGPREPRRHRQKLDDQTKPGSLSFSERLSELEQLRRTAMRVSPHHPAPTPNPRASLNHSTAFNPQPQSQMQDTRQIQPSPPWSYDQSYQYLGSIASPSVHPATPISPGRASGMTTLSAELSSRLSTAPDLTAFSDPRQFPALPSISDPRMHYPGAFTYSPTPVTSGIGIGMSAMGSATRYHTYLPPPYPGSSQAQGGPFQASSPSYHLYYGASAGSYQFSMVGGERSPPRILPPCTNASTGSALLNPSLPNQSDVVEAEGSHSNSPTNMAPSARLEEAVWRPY
Target sequence (Q13951 whole entry, looked up): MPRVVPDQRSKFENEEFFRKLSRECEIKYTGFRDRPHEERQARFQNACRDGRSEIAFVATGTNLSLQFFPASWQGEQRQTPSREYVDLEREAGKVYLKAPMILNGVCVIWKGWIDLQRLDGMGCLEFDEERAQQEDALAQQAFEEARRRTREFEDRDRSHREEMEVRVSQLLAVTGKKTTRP
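Bead-based AlphaScreen assay; binding partners His-tagged CBF-beta and biotinylated RUNX1 at 30 nM each. Compound exposure 15 min after a 20-min protein preincubation; bead step 90 min; all steps at room temperature.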
SMN2 splice enh: SMN2 splice variant enhancement; 210,000 tested, 2.8% active; Potency, µM (top dose mostly 46.1 µM), inactives show at the top dose activity change, positive = activation, usual class: activators; AID 1458; HEK293 SMN2-luciferase splicing reporter, luminescence, 30-36 h; also: potency is read from the fitted curve at half-maximal effect; % of control where 0% means no effect; nearly all actives have a fitted effect of over 55% in size
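qHTS luciferase splicing reporter: luminescence rises when SMN2 exon 7 is included in transfected HEK293 cells. Compound exposure lasted 30-36 h at 37C, with 4.5 mM final sodium butyrate as control, followed by a ONE-Glo read.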
KinaseGlo FLuc: counter-screen: inhibitors of Kinase-Glo firefly luciferase. Kinase-Glo luciferase, ATP luminescence, 8 min. Q27757. Potency, µM (top dose mostly 38.3 µM), without a hit: top-dose activity change, negative = inhibition, usual class: inhibitors. AID 1379. 200,000 tested, 0.28% active; also: potency is read from the fitted curve at half-maximal effect; % is scaled to controls: 0 for no effect and ±100 for the full control effect; nearly all actives have a fitted effect of over 60% in size
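Compounds were added to a substrate mix at pH 7.2 (50 mM imidazole, 10 uM ATP, within the enzyme's linear range), followed by Kinase-Glo detection reagent; luminescence was measured after 8 minutes at ambient temperature.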
HttQ103 aggreg: inhibitors of mutant huntingtin aggregate formation in PC12 cells; PC12 HttQ103-GFP aggregates, Acumen cytometry, 40 h; Potency, µM (doses to about 46.1 µM), without a hit: top-dose activity change, negative = inhibition, actives largely listed as inhibitors; 220,000 tested, 1.1% active; AID 1688; also: potency is read from the fitted curve at half-maximal effect; % is scaled to controls: 0 for no effect and ±100 for the full control effect; nearly all actives have a fitted effect of over 60% in size
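Huntingtin Q103 exon 1–GFP aggregates in induced PC12 cells (100 nM tebufenozide) were quantified by cytometry from lysates, with compounds dosed in titration.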
LMNA splice mod: changes lamin A minigene splicing in HeLa cells; 200,000 tested, 0.01% active; AID 1487; HeLa LMNA splicing GFP/RFP minigene ratio, 48 h; Potency, µM (doses to about 46.1 µM), without a hit: at the highest dose ratio change, negative = inhibition, usual class: inhibitors; active = well fitted inhibition curve with a large enough effect in the signal ratio, with a control signal flat, not every such curve was filed as active; inconclusive = small, poorly fitted or top-dose-only effect, or effect the other way, or a change in a side signal; the % refers to the signal ratio; also: potency is read from the fitted curve at half-maximal effect; % is scaled to controls: 0 for no effect and ±100 for the full control effect
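S3 HeLa stable clones carrying a lamin A-EGFP splicing minigene plus DsRed2 were seeded at 600 cells/well in Opti-MEM with 2% FBS, pin-dosed and incubated 48 h at 37°C. Acumen cytometry (488 nm) gave the GFP/RFP total-intensity ratio.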
IMPase Li cell: IMPase inhibition in cells with lithium potentiation | CHO-M1 cells, IP1 TR-FRET (IP-One), carbachol + lithium | Potency, µM (doses to about 59.4 µM), for the others: top-dose activity, negative = IMPase inhibition, usual class: inhibitors | 210,000 tested, 0.35% active | AID 1457;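 also: IP1 builds up when IMPase is blocked and the TR-FRET signal falls; potency is read from the fitted curve at half-maximal effect; plate controls were basal vehicle for no effect and high inhibitor control for full effect; nearly all actives have a fitted effect of over 50% in size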
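IP1 accumulation measured by competitive TR-FRET in lysed CHO-M1 cells after 30 min compound exposure at 37C, with a small lithium addition to potentiate weak responses. Hill-equation AC50 from ratio and donor-channel data.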
* hit, by the source's call; ? = inconclusive; / = not tested or not shown; [ ] = dose if it differs, or a comment. Unless noted, calls follow the shape of the dose curve; as a rule, active = well fitted curve in the direction sought with a large enough effect; inconclusive = small, poorly fitted or top-dose-only effect, or another doubt; inactive = no such curve, though single readings can be large; an effect the other way counts as inactive or inconclusive.

Molecule,HTT ATP protect,CBFb-RUNX1 inh,SMN2 splice enh,KinaseGlo FLuc,HttQ103 aggreg,LMNA splice mod,IMPase Li cell
O=C(C1COc2ccccc2O1)N1CCn2c(nc3ccccc32)C1 (centres undefined),-0.9%,-1.8%,-9.7%,-1.3%,-24.9%,7.2%,2.4%[38.3 µM]
CCOC(=O)C1(CC2CCCCO2)CCN(C(=O)NCc2ccccc2)CC1 (centres undefined),20.4%[10 µM],7.8%,/,/,-2.8%[9.22 µM],/,1.1%
N#Cc1c(N)nc(-c2ccccc2)nc1-c1ccccc1,-17.7%[10 µM],6.1%,-5.7%,0.9%,-4.9%,9.0%,-9.1%[38.3 µM]
CCn1ncc(Cl)c1C(=O)NC(=S)Nc1c(C)cc(C)cc1[N+](=O)[O-],2.4%[10 µM],-19.4%,3.9%,1.6%,-10.9%,?,26.2%
CC(C)C(=O)N1CCN(c2ccccc2NC(=O)COc2ccccc2)CC1,-3.7%[10 µM],3.4%,/,-3.8%,13.0%[9.22 µM],/,4.2%
CCn1c(=O)cc(SCC(=O)Nc2cccc(C)n2)c2ccccc21,-18.7%,1.2%,-33.4%[inhibitor],2.8%,1.1%,-23.8%[46 µM],-24.4%
O=C(Cc1ccccc1)Nc1ccccc1C(=O)O,-22.8%,8.6%,-13.6%,-5.0%,-7.4%,4.2%,-20.7%[38.3 µM]
COc1cc2c(cc1OC)C1=NC(=O)CN1C(SCc1ccccc1C)=N2,-39.1%[inhibitor],-3.1%,-11.7%,-1.1%,-23.9%,4.4%,-21.4%[38.3 µM]
C#CCNC(=O)C1=C[C@@H](C2CCCCC2)[C@H](CCCO)[C@@H](OCC)O1,14.4%[10 µM],-0.7%,/,/,23.1%[9.22 µM],/,0.2%
Nc1ccccc1C(=O)NNC(=O)C(=O)/C=C(\O)c1ccccc1,-14.0%[10 µM],-1.5%,/,/,1.3%[9.22 µM],/,/
CC(C)CN(C(=O)CSc1nnnn1C)C1CCS(=O)(=O)C1 (centres undefined),-34.0%[inhibitor],9.0%,14.4%,-0.2%,9.7%,/,-2.6%
COC(=O)c1[nH]c2ccc(Cl)cc2c1NC(=O)CCN1CCN(C2CCCCC2)CC1,-14.0%[0.074 µM],2.9%,29.7%,2.0%,-10.5%,-12.4%,16.9%
CCC(C(=O)Nc1ccncc1)c1ccccc1 (centres undefined),/,-2.5%,-57.1%[inhibitor],1.5%,?,?,-0.4%
COc1ccc(Sc2nc3ccccc3n3c(C(F)(F)F)nnc23)cc1,6.8%,1.0%,9.6%,-9.0%,28.8%,4.7%,-23.1%[38.3 µM]
CCOc1c(OC(C)=O)ccc(/C=C2\N=C(SCC)SC2=O)c1[N+](=O)[O-],-7.4%,-7.3%,-20.9%,-4.3%,11.9%,4.1%,2.2%[38.3 µM]
CN(C)c1ccc(-c2nn3c(-c4ccccc4Cl)nnc3s2)cc1,-83.4%[inhibitor],19.7%,-54.1%[inhibitor],0.4%,0.5%,15.9%,-5.9%[38.3 µM]
Cn1cccc1-c1nc2ccc(NC(=O)c3ccc([N+](=O)[O-])cc3)cc2[nH]1,-25.1%,-2.2%,12.0%,-1.4%,2.6%,8.2%,-2.9%[38.3 µM]
COCCCNC(=O)c1c(NC(=O)c2cccs2)sc2c1CCCC2,-3.6%,10.7%,-19.0%,-8.5%,1.0%,13.0%,?
CC(C)CCNC(=O)C(c1ccc(O)cc1)N(C(=O)C1COc2ccccc2O1)c1cccc(O)c1 (centres undefined),23.1%[10 µM],-2.4%,/,1.3%,8.9%[9.22 µM],?,8.1%
O=c1cc(Nc2ccc3c(c2)OCO3)[nH]c(=O)n1-c1ccc(Br)cc1,11.3%[10 µM],-7.1%,?,0.2%,-18.3%,-11.5%,10.1%
CC(C)n1cnc2c(=S)nc[nH]c21,2.5%[10 µM],11.4%,/,/,-0.9%[9.22 µM],17.1%[46 µM],/
Cc1cc(/C=C2/NC(=O)NC2=O)c(C)n1-c1sc2c(c1C#N)CCCC2,4.4%,-14.0%,4.2%,-5.5%,6.0%,?,60.5%[activator][38.3 µM]
O=C(CC(c1ccccc1)c1cc(Cl)ccc1O)N1CCCC1 (centres undefined),21.3%[10 µM],6.1%,/,/,-24.3%[9.22 µM],/,/
O=c1c2ccccc2ncn1CCOc1ccccc1[N+](=O)[O-],-1.0%,3.1%,?,-1.4%,15.8%,-1.9%[46 µM],-6.7%
CC1(C)CC(N(Cc2ccc(F)cc2)C(=O)c2ccc(F)cc2)CCO1 (centres undefined),-3.7%[10 µM],8.7%,/,/,-8.1%[9.22 µM],/,/

Fetched one by one from above:
Molecule,HTT ATP protect,CBFb-RUNX1 inh,SMN2 splice enh,KinaseGlo FLuc,HttQ103 aggreg,LMNA splice mod,IMPase Li cell
O=c1c2ccccc2ncn1CCOc1ccccc1[N+](=O)[O-],-1.0%,3.1%,?,-1.4%,15.8%,-1.9%[46 µM],-6.7%
CCC(C(=O)Nc1ccncc1)c1ccccc1 (centres undefined),/,-2.5%,-57.1%[inhibitor],1.5%,?,?,-0.4%
Cn1cccc1-c1nc2ccc(NC(=O)c3ccc([N+](=O)[O-])cc3)cc2[nH]1,-25.1%,-2.2%,12.0%,-1.4%,2.6%,8.2%,-2.9%[38.3 µM]
CCn1ncc(Cl)c1C(=O)NC(=S)Nc1c(C)cc(C)cc1[N+](=O)[O-],2.4%[10 µM],-19.4%,3.9%,1.6%,-10.9%,?,26.2%

(cont.)
Molecule,HTT ATP protect,CBFb-RUNX1 inh,SMN2 splice enh,KinaseGlo FLuc,HttQ103 aggreg,LMNA splice mod,IMPase Li cell
COc1ccc(-n2c(C)cc(C(=O)Cn3nc(C(=O)O)c4ccccc4c3=O)c2C)cc1,4.1%[10 µM],-17.6%,-27.8%,-4.2%,-2.4%,?,10.2%
Cn1c(SCC(=O)Nc2ccc(F)cc2)nc2c([nH]c3ccccc32)c1=O,-17.4%,3.8%,11.2%,2.6%,27.6%,-3.5%[46 µM],28.7%
Cc1ccccc1OCC(=O)N1CCCc2ccccc21,-16.6%[10 µM],-6.9%,/,-4.8%,-20.9%,1.9%,8.4%
C/C(N)=C(/C#N)C(=O)COC(=O)c1ccccc1O,22.5%[10 µM],4.4%,5.9%,-0.6%,14.2%,3.2%,-10.4%
O=C(NC(NCc1ccccn1)(C(F)(F)F)C(F)(F)F)c1ccco1,-17.2%,-5.2%,-10.0%,-3.3%,-7.6%,3.1%,2.9%[38.3 µM]
Cc1ccc2nc(Cc3ccc(N)cc3)oc2c1,-27.9%[10 µM],-4.8%,?,1.1%,5.3%,-7.4%,-4.0%[38.3 µM]
CC1(C)CC(=O)C(Sc2ccccc2C(=O)O)=C(O)C1,/,15.7%,-6.0%,2.0%,2.9%,-2.7%,-1.5%
O=C(CCCN1C(=O)c2ccccc2C1=O)N1CCOCC1,2.6%[10 µM],8.6%,/,1.2%,-19.6%[9.22 µM],?,-3.0%
C=CCc1cccc2ccc(=O)oc12,-11.2%[1.9 µM],1.7%,9.5%,2.9%,6.5%,-12.4%,0.1%
COC(=O)c1nc2n(n1)C(c1ccc([N+](=O)[O-])cc1)C(C(=O)Nc1ccc(Cl)cc1)=C(C)N2 (centres undefined),4.5%[10 µM],-6.0%,4.0%,-1.9%,1.4%,-6.5%,-5.3%
CC(C)(C)C(=O)[C@H](C(c1ccccc1)N1CCOCC1)N1CCOCC1 (some centres undefined),/,/,0.9%[9.22 µM],-5.8%[7.66 µM],/,/,8.3%
CCC(c1nnnn1Cc1ccccc1)N(Cc1cc2cc(OC)ccc2[nH]c1=O)CC1CCCO1 (centres undefined),2.0%[10 µM],9.3%,-7.1%,-0.3%,20.8%,-11.9%,35.3%[38.3 µM]
O=C(CN1C(=O)COc2ccccc21)NCCC1=CCCCC1,-12.9%[1.9 µM],5.5%,14.4%,-2.4%,10.7%,13.7%,12.0%[38.3 µM]
O=C(COc1ccccc1[N+](=O)[O-])Nc1cc(Cl)ccc1C(=O)O,-28.6%,9.2%,/,3.4%,-19.1%,/,-2.6%
C/C(=N/NC(=O)c1ccc(Br)o1)c1ccncc1,-20.8%[10 µM],-12.0%,6.3%,-3.3%,-6.7%,-13.0%,-4.8%
COc1cccc2cc(C(N)=O)oc12,-5.8%,11.1%,0.7%,1.4%,-5.9%,/,-0.3%
COC(=O)c1ccc(NC(=O)N2CCC(O)(c3cccnc3)CC2)cc1,-7.7%,2.3%,10.8%,-2.3%,14.1%,14.0%,2.0%[38.3 µM]
CCOP(=O)(OCC)C(NC(=O)Nc1ccc(Cl)c(Cl)c1)C(N)=O (centres undefined),26.8%[10 µM],23.2%,-13.1%,-0.7%,-15.2%,-18.0%,-3.5%
CCC1S/C(=N/C(=O)NC2CCCCC2)NC1=O (centres undefined),-9.0%[1.9 µM],14.2%,11.2µM*,-5.4%,-5.1%,4.4%,1.0%
COc1ccc(OCC(O)CNC(=O)Nc2cc(F)ccc2C)cc1 (centres undefined),10.0%[10 µM],0.9%,/,/,-10.4%[9.22 µM],/,/
COc1cc(C)c(/C=C(\C#N)C(=O)Nc2ccc(C)cc2)cc1C(C)C,14.6%[10 µM],0.9%,-0.9%,0.5%,1.9%,2.4%,3.3%
O=C(c1ccoc1)N1CCC2(CC1)Oc1ccc(F)cc1C(=O)C21CC(c2ccccc2)=NO1 (centres undefined),-3.3%[10 µM],-17.4%,/,/,3.6%[9.22 µM],/,/
COc1ccc(NC(=O)CC2Nc3ccccc3NC2=O)c([N+](=O)[O-])c1 (centres undefined),3.8%,16.0%,8.4%,-3.4%,3.7%,7.4%[46 µM],3.2%
Cc1nn(CC(=O)NN)c(C)c1Br,-12.6%[10 µM],13.7%,/,/,-17.5%[9.22 µM],0.3%[46 µM],/
